# CHT PAM – allosterically activates the human high affinity choline transporter; Q9GZV3; CHT-expressing cells, membrane potential dye, choline EC20; stronger effect = higher value; LV-AA mutant CHT in HEK293 cells; B-score at 10 µM; 310,000 compounds, 0.49% hits; AID 488977;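 active means initial fluorescence not abnormally high and integrated response B-score, plate-corrected, over 3 SD above library mean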
# Target sequence (Q9GZV3 whole entry, looked up): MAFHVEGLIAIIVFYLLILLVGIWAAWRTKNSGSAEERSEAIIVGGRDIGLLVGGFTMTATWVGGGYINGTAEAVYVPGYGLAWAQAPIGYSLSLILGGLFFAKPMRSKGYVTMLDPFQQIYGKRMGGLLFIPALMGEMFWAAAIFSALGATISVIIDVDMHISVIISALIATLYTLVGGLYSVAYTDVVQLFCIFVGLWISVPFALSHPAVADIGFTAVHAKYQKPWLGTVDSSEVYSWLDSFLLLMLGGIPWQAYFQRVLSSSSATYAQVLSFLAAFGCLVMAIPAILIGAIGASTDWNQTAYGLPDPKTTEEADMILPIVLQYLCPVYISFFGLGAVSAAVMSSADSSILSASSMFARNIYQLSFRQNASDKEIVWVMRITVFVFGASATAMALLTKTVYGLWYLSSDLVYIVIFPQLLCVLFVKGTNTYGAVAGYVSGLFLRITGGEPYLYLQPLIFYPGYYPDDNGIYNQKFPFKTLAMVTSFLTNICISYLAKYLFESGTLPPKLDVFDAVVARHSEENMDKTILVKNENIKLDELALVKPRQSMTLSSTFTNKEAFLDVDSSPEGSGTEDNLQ
# OX1R antag – human HCRTR1 antagonism | O43613 | CHO/OX1R cells, Fluo-8 calcium fluorescence, orexin A | inhibition, % at 5 µM | 330,000 compounds, 0.43% hits | AID 434989;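 active means inhibition above its plate's threshold, mean inhibition of all tested compounds on the plate plus 3 SD, cut at about 37% in these data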;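 further: 0% = orexin A challenge wells and 100% = SB-334867-A antagonist wells; not every result past the cut was called active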
# Target sequence (O43613 whole entry, looked up): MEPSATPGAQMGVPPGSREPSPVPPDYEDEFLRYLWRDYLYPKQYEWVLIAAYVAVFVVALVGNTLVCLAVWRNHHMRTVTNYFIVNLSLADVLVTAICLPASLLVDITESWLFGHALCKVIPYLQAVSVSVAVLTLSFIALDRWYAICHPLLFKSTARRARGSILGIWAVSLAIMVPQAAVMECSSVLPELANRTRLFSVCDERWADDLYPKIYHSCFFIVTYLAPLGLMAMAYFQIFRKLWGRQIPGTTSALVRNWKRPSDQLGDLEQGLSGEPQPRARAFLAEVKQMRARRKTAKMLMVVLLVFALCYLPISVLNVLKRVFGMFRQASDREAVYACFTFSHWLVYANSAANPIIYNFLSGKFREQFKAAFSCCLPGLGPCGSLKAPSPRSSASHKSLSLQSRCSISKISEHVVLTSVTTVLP
# Numbers without * were called inactive; i = inactive; x = no result given. Outcome played no part in choosing rows. About 0.83% of those tested had a hit in this group.
compound | CHT PAM | OX1R antag
CCCc1cc(=O)[nH]c(SCC(=O)Nc2cc(S(=O)(=O)N3CCOCC3)ccc2Cl)n1 | x | -9
Cc1cc(C)n(CNc2nc(C(F)(F)F)cs2)n1 | i | -16
CN1CCN(NC(=O)c2cccs2)CC1 | i | -7
COc1ccc(N(CC(=O)N2CCc3ccccc3C2)S(=O)(=O)c2c(C)[nH]c(=O)[nH]c2=O)cc1 | i | -10
Cc1ccc(S(=O)(=O)NC(CC(=O)O)c2ccccc2)cc1 (stereo not given) | i | -10
CCOc1cc(/C=C(\C#N)C(=O)NCC2CCCO2)ccc1OCC(N)=O (stereo not given) | i | -16
COc1ccc(/C=C(\C#N)c2c[nH]c3ccccc23)cc1 | i | 1
COc1ccc(S(=O)(=O)N2CCc3ccccc32)cc1C(=O)NCCc1ccccn1 | i | -20
Cc1ccc(N2CC(C(=O)NCC3CCCO3)CC2=O)cc1Cl (stereo not given) | i | -27
CCN1C(=O)[C@@H]2[C@H](C1=O)[C@@H]1C(=O)Nc3ccccc3C(=O)N1[C@@H]2c1ccc(OC)cc1 | i | -7
Cc1cnc(C(=O)OCC(=O)NC2CCCCC2)cn1 | i | -14
COCCCNC(=O)c1cn(Cc2c(F)cccc2Cl)nn1 | i | -10
CC(C)CCNC(=O)c1ccc(CSCc2cccc(F)c2)o1 | i | -18
COc1ccc(NC(=O)c2cc(F)c(F)cc2Cl)cc1Cl | i | -21
CC(C)(C)c1nnc2sc(SCC(=O)N3CCCc4ccccc43)nn2c1=O | i | -29
O=C(Nc1ccccc1)N1CCN(Cc2ccccc2)CC1 | i | 7
CC(C)(C)NS(=O)(=O)c1ccc(C(=O)Nc2ccc3c(c2)OCO3)cc1 | i | 4
CCOC(=O)C1CCCCN1C(=O)CCn1nnnc1CN1CCOCC1 (stereo not given) | i | -14
CCN(CC)S(=O)(=O)c1cccc(C(=O)OCc2cc(=O)n3nc(C)sc3n2)c1 | i | -9
O=C(c1ccc(COc2ccccc2Cl)o1)N1CCN(c2ccccc2)CC1 | i | -17
Cc1ccc2oc(C(=O)N(Cc3nccn3C)C(C)C)c(C)c2c1 | i | -15
Cc1ccnc(N2CCCC(C(=O)Nc3cccc(C)c3C)C2)n1 (stereo not given) | i | -18
COc1ccc(CCC(=O)Nc2cc(Cl)ccc2OC)cc1 | i | -2
CCC(=O)N1c2ccc(S(=O)(=O)NCCc3ccc(OC)c(OC)c3)cc2CC1C (stereo not given) | i | -35
O=C(Nc1ccc2c(c1)OCCO2)C1CCN(c2ncccn2)CC1 | i | -7
CCOc1ccccc1C1c2[nH]c3ccccc3c2C[C@H]2C(=O)N(C3CC3)CC(=O)N12 (stereo not given in full) | i | -15
COc1ccc(NS(=O)(=O)c2cc3c(cc2C)N(C)CCO3)c(OC)c1 | i | -32
CSCCC(=O)N(C)CC1CCCN(CCc2cccc(C(F)(F)F)c2)C1 (stereo not given) | i | -33
O=c1oc2ccccc2n1CCCOc1ccccc1 | i | -5
CCNC(=O)N1CCC(c2nc3ccccc3s2)CC1 | i | -15
CNC(=S)N/N=C(\C)c1ccc2c(c1)OCO2 | i | -18
CN(C)S(=O)(=O)c1cccc(NC(=O)c2ccc(NS(=O)(=O)c3cccs3)cc2)c1 | x | 2
COc1cccc(CC(NC(C)=O)C(=O)NC2CCN(S(=O)(=O)c3cccc4ccccc34)CC2)c1 (stereo not given) | i | -22
C[C@H]1CN([C@@H](C)CO)C(=O)c2cccc(NC(=O)C3CC3)c2O[C@H]1CN(C)C(=O)Nc1ccc2c(c1)OCO2 | x | 2
CSc1ccccc1NC(=O)COC(=O)CCc1ccccc1 | i | -4
Cn1ncc(N=Cc2ccccc2[N+](=O)[O-])c1C(N)=O | i | 1
CCC(C)(C)n1nnnc1CN1CCC(NC(=O)c2ccccc2C)CC1 | i | -14
Cc1ncoc1C(=O)N1CCCC(N2CCN(c3ccccc3F)CC2)C1 (stereo not given) | i | -8
COC(=O)c1cn(C)c2ccc(S(=O)(=O)N3CCCC3)cc2c1=O | i | 7
COc1ccc(-c2c(-c3ccc(S(C)(=O)=O)cc3)sc3ccc(OC)cc23)cc1 | x | -24
O=C(C1CCCO1)N1CCc2ccccc21 (stereo not given) | i | -6
O=C(NC1CC1)c1cc2c(F)cccc2s1 | i | -5
COc1ccc2ccccc2c1C1NC(=O)NC(C)=C1[N+](=O)[O-] (stereo not given) | i | -12
COC(=O)C(C)N(C#N)c1nc(C)cc(C)n1 (stereo not given) | i | -15
Cc1ccc(NS(=O)(=O)c2ccc(C(=O)N3CCC3)cc2)cc1 | i | -27
CCOC(=O)C1(CCCCCCOc2ccc(Cl)cc2)CO1 (stereo not given) | i | -3
O=C(NCc1ccccc1)c1ncn[nH]1 | i | -10
COc1ccc(NC(=O)CN2C(=O)COc3ccc(C)cc32)cc1 | i | -18

# Profiles as entered above. Order of values: CHT PAM, OX1R antag
# COc1ccc2ccccc2c1C1NC(=O)NC(C)=C1[N+](=O)[O-] (stereo not given) in the list: i, -12
# COC(=O)C(C)N(C#N)c1nc(C)cc(C)n1 (stereo not given) in the list: i, -15
# O=C(NCc1ccccc1)c1ncn[nH]1 in the list: i, -10
# CCOC(=O)C1(CCCCCCOc2ccc(Cl)cc2)CO1 (stereo not given) in the list: i, -3
# COc1ccc(NC(=O)CN2C(=O)COc3ccc(C)cc32)cc1 in the list: i, -18

# (more compounds)
compound | CHT PAM | OX1R antag
CCS(=O)(=O)N1CCN(C(=O)c2ccccc2[N+](=O)[O-])CC1 | i | -15
COc1cccc(C2CC(C(F)(F)F)n3nc(C(=O)Nc4c(C)n(C)n(-c5ccccc5)c4=O)cc3N2)c1 (stereo not given) | i | -12
NS(=O)(=O)c1ccc(CCNC(=O)CSc2nc3ccccc3c(=O)n2CC2CCCO2)cc1 (stereo not given) | i | 6
Cc1nc2ccccc2c(=O)n1-c1ccc(F)c(NS(=O)(=O)c2ccccc2F)c1 | i | -8
CSc1ncnc2c1ccn2CC(=O)Nc1ccc(C)c(C)c1 | x | -18
COc1ccc(C2=C/C(=C/c3cccnc3)C(=O)O2)cc1OC | i | -7
CC(C)C[C@H](NC(=O)N1CC(=O)Nc2ccccc21)C(=O)N[C@H](Cc1ccccc1)C(=O)O | i | -6
Cc1cc(OCC(=O)OCC(=O)NCc2ccc3c(c2)OCO3)ccc1Cl | x | -12
O=C(CSc1ccc(Cl)cc1)NC1CCCC1 | i | -9
CCOC(=O)c1cccc(NC(=O)CSc2nc3ccccc3c(=O)n2CCOC)c1 | i | -31
Cc1cccc(C(=O)Nc2ccc(C(=O)N/N=C/c3ccc4c(c3)OCO4)cc2)c1 | i | -10
O=C(c1ccc(S(=O)(=O)N2CCOCC2)cc1)N1CCN(c2ccccc2F)CC1 | i | -22
Cc1cccn2c(=O)nc(SCC(=O)NCc3ccccc3)nc12 | i | -17
Cc1ccc(OCCCCNC(C)c2ccccc2)c(C)c1 (stereo not given) | i | -28
Cc1cccc(NC(=O)C2CCC(CNC(=O)[C@@H]3Cc4ccccc4CN3)CC2)c1 (stereo not given in full) | i | -16
CN1CCN(C(=O)c2ccc(S(=O)(=O)c3ccc(Br)cc3)cc2)CC1 | i | -14
O=C(/C=C/c1c(F)cccc1Cl)N1CCOCC1 | i | -1
O=C(Nc1ccnn1C1CCN(Cc2ccc(CO)o2)CC1)c1ccccc1Cl | i | -4
O=C(O)c1cc(NC(=O)c2cccc(C(=O)Nc3cc(C(=O)O)cc(C(=O)O)c3)c2)cc(C(=O)O)c1 | i | -5
COc1ccc(OC)c(S(=O)(=O)NCC(c2ccco2)N2CCc3ccccc3C2)c1 (stereo not given) | i | -18
CCOC(=O)Cc1nnc(NC(=O)CSc2ccc(C)cc2)s1 | i | -19
O=C(NCc1ccccc1)N1CCOc2ccccc21 | i | x
CCOc1cccc(CN2CCCC(CCC(=O)NCc3ccccc3F)C2)c1O (stereo not given) | i | -35
COc1ccccc1OCc1nc(C#N)c(N2CCC(C(N)=O)CC2)o1 | i | -9

# Of the compounds above, these have a tert-butyl group:
compound | CHT PAM | OX1R antag
CC(C)(C)c1nnc2sc(SCC(=O)N3CCCc4ccccc43)nn2c1=O | i | -29
CC(C)(C)NS(=O)(=O)c1ccc(C(=O)Nc2ccc3c(c2)OCO3)cc1 | i | 4

# (further entries)
compound | CHT PAM | OX1R antag
O=C(c1cc2ccccc2oc1=O)N(Cc1ccco1)C1CCS(=O)(=O)C1 (stereo not given) | i | -7
CCCc1cc(C(=O)N2CCCC(N3CCN(c4ccccc4F)CC3)C2)n(C)n1 (stereo not given) | i | -33
C/C=C/c1ccc(OCC(=O)Nc2ccc(C(N)=O)cc2)c(OC)c1 | i | -2
CC(=O)Nc1ccccc1OCC(=O)NCC(F)(F)F | i | -4
CC(C)Cc1ccc(C(C)C(=O)Nc2cccnc2)cc1 (stereo not given) | i | 90*
CN(C(=O)COc1ccccc1)c1nnc(-c2ccncc2)s1 | i | -12
N#Cc1ccc(OS(=O)(=O)c2ccc(-c3ccon3)s2)cc1 | i | 5
COCCNC(=O)CCN1N=C(c2ccccc2)CCC1=O | i | -14
COc1ccc(S(=O)(=O)Cc2ccc(C(=O)N3CC(C)CC(C)C3)o2)cc1 (stereo not given) | i | -18
Cc1ccc2[nH]c(=O)c(CN(CCO)Cc3nnnn3CCc3ccccc3)cc2c1 | i | -18
CCOC(=O)C1=C(C)N(CCC(=O)O)C(=O)NC1c1ccccc1Cl (stereo not given) | i | -6
CC/C(Cc1ccccc1)=N/NC(=O)CCn1nnc2ccccc21 | i | -3
O=C(CSc1cccc2cccnc12)N/N=C/c1cccc(O)c1 | i | -6
CCOc1cc(/C=N/NC(=O)c2cccnc2)ccc1O | i | 2
COc1cccc(-n2nc3c(=O)n(Cc4ccccc4Cl)nc(C)c3c2C)c1 | i | -4
CCCCCOC(=O)Cn1c(=O)oc2ccccc21 | i | -13
Cn1c(/C(C#N)=C(\O)c2ccc(Br)s2)nc2ccccc21 | i | -7
COCCN(CC1CCCN(C2Cc3ccccc3C2)C1)C(=O)CCC(F)(F)F (stereo not given) | i | -41
O=C(CNC(=O)c1ccc(F)cc1)c1ccccc1 | i | 2
COC(=O)c1c(NC(=S)NN2CCOCC2)sc2c1CCCC2 | i | -28
Cc1ccc2c(CN3CCN(Cc4ccccc4)CC3)cc(=O)oc2c1 | i | -27
COc1ccc(NC(=O)C2CCCN(S(=O)(=O)c3ccc4c(c3)CC(C)N4C(C)=O)C2)cc1 (stereo not given) | i | -21
CCOC(=O)c1c(NC(=O)c2nn(CC)cc2Br)sc2c1CCCCC2 | i | -23
COc1ccc(C(=O)/C=C/c2cccs2)c(OC(=O)c2cccc([N+](=O)[O-])c2)c1 | i | -15
CN(C)C=Nc1ccc2nc3c(cc2c1)[nH]c1ccccc13 | i | 8
Cc1cccc(N2CCN(C(=O)CCC(=O)N3CCOc4ccc(Cl)cc43)CC2C)c1 (stereo not given) | i | -14
O=C(CSc1nc2ccccc2o1)c1ccc2c(c1)OCCO2 | i | -18
CCCCCCSc1nsc(NC(=O)CC(C)C)n1 | i | -5
CCc1ccc(NC(=O)CC2NCCNC2=O)cc1 (stereo not given) | i | -7
C/C(=N\NC(=O)C(O)(c1ccccc1)c1ccccc1)c1ccc(NC(=O)CCCC(=O)O)cc1 | i | x
CCCc1cc2c(cc1NC(=O)c1ccccc1C)OCO2 | i | -28
CC1=NN(c2nc(-c3ccc(C)cc3)cs2)C(=O)C1N=Nc1cccc(C)c1 (stereo not given) | i | -2
O=C(/C=C/c1ccccc1)Nc1cc(C(=O)O)cc(C(=O)O)c1 | i | 0
Cc1ccc(S(=O)(=O)N(C)C[C@H]2Oc3c(NC(=O)Nc4cccc5ccccc45)cccc3C(=O)N([C@@H](C)CO)C[C@@H]2C)cc1 | x | -15
CCOC(=O)c1ccc(NC(=O)Nc2ccc(F)cc2)cc1 | i | 1
Cc1ccc2nc(SCC(=O)N3CCOCC3)[nH]c2c1 | i | -19
O=C(Cc1ccc(F)cc1)Nc1ccc2[nH]ncc2c1 | i | 0
O=S(=O)(NCCSc1ccccc1)c1ccc(F)cc1 | i | -22
CC(C)NC(=O)C1CCN(C(=O)C(C(=O)c2ccccc2)n2cc(Cl)ccc2=O)CC1 (stereo not given) | i | -17
CCOC(=O)C1CCN(S(=O)(=O)c2ccc3c(c2)NC(=O)C(C)C(=O)N3)CC1 (stereo not given) | i | -23
Cc1ccccc1NC(=O)Nc1nc2ccc(S(C)(=O)=O)cc2s1 | i | -3
CN(C)c1ccnc(Nc2ccccc2)c1C#N | 6.3* | -7
COCCCn1c(SCC(=O)N2CCc3ccccc32)nnc1-c1ccoc1C | i | -26
Cn1c(SCC(=O)N2CCOCC2)nnc1-c1ccc(Cl)cc1Cl | i | -3
CCOc1ccc2oc(C(=O)N3CCN(c4ccccc4OCC)CC3)c(C)c2c1 | i | -52
Cc1nn(CCCC(=O)NCc2ccco2)c(=O)c2nn(-c3ccccc3)c(C)c12 | i | -35
Cc1oc(-c2ccc(Cl)cc2)nc1CS(=O)CC(=O)NC1CCCC1 (stereo not given) | i | -8
CCn1c(=O)c2cc(C(=O)N3CCOCC3)sc2c2ccccc21 | i | -23
CC(Sc1nnc(C2CC2)n1Cc1ccccc1)C(=O)N1CCNC1=O (stereo not given) | x | -17
CN1C(=O)C(O)(CC(=O)c2ccccc2O)c2cc(Br)ccc21 (stereo not given) | i | -14
